Screening data (PubChem BioAssay)
pPAFAH inh: inhibitors of human plasma PAF acetylhydrolase (pPAFAH). actives 1.5% (n = 330,000). AID 463082. Q13093. inhibition, % at 3.39 µM. recombinant pPAFAH, FP-rhodamine probe fluorescence polarization;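 active means inhibition above the mean inhibition across the screen plus 3 SD, cut at about 25% in these data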;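 further: inhibitors block binding of the rhodamine activity-based probe so polarization drops; 0% = enzyme with DMSO and 100% = wells lacking pPAFAH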
PAFAH2 FP inh: PAFAH2 (human) inhibition. recombinant PAFAH2, FP-rhodamine activity probe, fluorescence polarization. inhibition, % at 3.39 µM. actives 0.99% (n = 340,000). AID 492956;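 active means inhibition above the mean over all tested compounds plus 3 SD, cut at about 30% in these data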;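 further: inhibitors block probe labeling of enzyme so polarization drops; 0% = enzyme with DMSO and 100% = wells lacking PAFAH2 protein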
PREPL inh: human PREPL enzyme inhibition | actives 0.68% (n = 320,000) | recombinant PREPL, fluorescence polarization activity-based probe | inhibition, % at 5.96 µM | Q4J6C6; in the data active means inhibition above about 43%;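 further: 0% = enzyme with DMSO and 100% = wells lacking enzyme; many of its hits are not listed in these tables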
Target sequence (Q4J6C6 whole entry, looked up): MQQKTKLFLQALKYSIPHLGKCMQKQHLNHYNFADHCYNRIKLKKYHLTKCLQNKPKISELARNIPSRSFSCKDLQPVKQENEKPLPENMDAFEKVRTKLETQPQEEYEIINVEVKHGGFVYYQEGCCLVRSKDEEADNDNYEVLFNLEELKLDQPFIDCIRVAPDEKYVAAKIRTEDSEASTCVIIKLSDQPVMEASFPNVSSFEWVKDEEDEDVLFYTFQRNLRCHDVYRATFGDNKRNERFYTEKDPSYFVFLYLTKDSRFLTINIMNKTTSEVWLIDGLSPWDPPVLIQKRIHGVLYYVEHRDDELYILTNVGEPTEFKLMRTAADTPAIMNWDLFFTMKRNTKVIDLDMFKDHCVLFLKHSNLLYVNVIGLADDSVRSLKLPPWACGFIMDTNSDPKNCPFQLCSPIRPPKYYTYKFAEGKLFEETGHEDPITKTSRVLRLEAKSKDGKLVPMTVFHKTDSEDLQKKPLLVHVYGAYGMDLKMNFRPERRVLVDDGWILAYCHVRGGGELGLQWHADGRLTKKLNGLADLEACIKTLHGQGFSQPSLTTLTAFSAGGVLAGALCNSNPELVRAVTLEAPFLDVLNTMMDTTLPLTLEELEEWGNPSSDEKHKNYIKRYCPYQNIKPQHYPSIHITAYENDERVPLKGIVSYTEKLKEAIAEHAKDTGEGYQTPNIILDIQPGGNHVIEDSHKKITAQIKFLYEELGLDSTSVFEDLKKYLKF
PAFAH1B3 FP inh: blocks human PAF acetylhydrolase 1B catalytic subunit 3; Q15102; recombinant PAFAH1B3, FP-rhodamine probe, fluorescence polarization; inhibition, % at 3.39 µM; actives 0.28% (n = 340,000);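 active means inhibition above the screen-wide average of all tested compounds plus 3 SD, cut at about 25% in these data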;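 further: 0% = enzyme with DMSO only and 100% = wells lacking PAFAH1B3 protein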
ZTA counter: counter-screen for EBNA-1 inhibitors: inhibitors of Epstein-Barr virus ZTA; actives 0.15% (n = 320,000); AID 2234; ZTA-DNA binding, fluorescence polarization; inhibition, % at 11 µM; in the data active means inhibition above about 33%
LYPLA1 inh: counter-screen for PME1 inhibitors: inhibitors of human LYPLA1 | actives 0.16% (n = 320,000) | inhibition, % at 5.9 µM | AID 2174 | O75608 | recombinant LYPLA1, FP-Rh probe fluorescence polarization;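 active means inhibition above the mean of all tested compounds plus 3 SD, set per campaign, cut at about 14% in these data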;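 further: inhibitors block serine hydrolase probe labeling of LYPLA1 so polarization falls; 0% = enzyme with DMSO and 100% = wells lacking LYPLA1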
EBNA-1 inh: blocks EBNA-1 binding to DNA. EBNA-1 DNA binding, fluorescence polarization. inhibition, % at 14.8 µM. actives 0.34% (n = 300,000). AID 1950; in the data active means inhibition above about 28%
PAFAH1B2 inh: blocks human PAF acetylhydrolase 1b catalytic subunit 2; P68402; inhibition, % at 3.39 µM; actives 1.2% (n = 340,000); recombinant PAFAH1B2, FP-rhodamine activity probe, fluorescence polarization;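 active means inhibition above the mean of all tested compounds plus 3 SD, cut at about 24% in these data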;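 further: 0% = enzyme with DMSO and 100% = wells lacking PAFAH1B2; many of its hits are not listed in these tables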
Target sequence (P68402 whole entry, looked up): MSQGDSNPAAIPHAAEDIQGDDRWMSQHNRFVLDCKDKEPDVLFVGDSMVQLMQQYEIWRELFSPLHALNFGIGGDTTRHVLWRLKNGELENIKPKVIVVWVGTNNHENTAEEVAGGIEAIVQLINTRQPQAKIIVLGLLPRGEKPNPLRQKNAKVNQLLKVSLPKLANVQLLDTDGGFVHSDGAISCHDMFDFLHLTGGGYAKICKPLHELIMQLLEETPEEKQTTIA
LYPLA2 counter: LYPLA2 (human) inhibition in PME1 counter-screen | recombinant LYPLA2, FP-Rh probe fluorescence polarization | actives 0.38% (n = 320,000) | O95372 | inhibition, % at 5.9 µM;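 active means inhibition above the screen-wide mean plus 3 SD, limit set per campaign, cut at about 26% in these data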;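 further: 0% = LYPLA2 with DMSO and 100% = wells lacking LYPLA2 enzyme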
* = called active by the depositor; . = not tested or not shown.

SMILES	pPAFAH inh	PAFAH2 FP inh	PREPL inh	PAFAH1B3 FP inh	ZTA counter	LYPLA1 inh	EBNA-1 inh	PAFAH1B2 inh	LYPLA2 counter
O=C(NCC(=O)N1CCN(S(=O)(=O)c2ccccc2)CC1)c1ccc(Br)o1	0.3	4.5	4.7	5.9	-15.7	-0.6	3.3	3.9	3.4
Cc1ccc(NC(=S)N2CCc3[nH]c4ccccc4c3C2)cc1	-2.1	8.0	13.0	4.5	-1.0	-5.4	-9.1	8.8	-4.8
CCn1c(SCC(=O)Nc2cccc(OC)c2)nc2c(c1=O)SCC2	0.2	-1.3	3.1	1.1	-8.3	1.6	-6.4	3.5	8.5
CCOc1ccccc1NC(=O)CSc1nc2ccccc2nc1N1CCOCC1	12.2	2.3	-13.4	3.8	17.5	-3.6	9.7	1.0	-9.7
O=C(O)/C=C/C(=O)NC1CCS(=O)(=O)C1 (configuration not stated)	3.4	-8.3	3.4	5.9	1.9	-1.9	12.5	7.5	0.7
COc1cc(NC(=O)c2ccccc2Cl)ccc1NC(=O)c1ccco1	-5.0	-2.5	9.5	3.6	11.8	0.4	4.3	0.8	-5.4
CC1=C(C(=O)NC(C)c2ccccc2)C2(CCC(C)CC2)OC1=O (configuration not stated)	-3.1	3.5	-5.2	7.1	-21.9	1.1	-5.5	4.3	7.7
Cc1cc(C)c2c(N=CN(C)C)c(C(=O)N3CCN(c4ncccn4)CC3)sc2n1	1.6	-3.3	22.7	6.1	7.8	0.1	0.1	1.7	-0.5
Cc1cccc(C)c1NC(=O)c1cccc(COc2cc(Cl)ccc2Cl)c1	-3.0	-3.7	10.1	1.1	-10.3	-2.1	-12.8	-1.1	-9.1
Cc1ccc(CNC(=O)c2ccccc2NC(=O)CSc2nnnn2C)cc1	2.4	-0.5	2.8	4.7	-8.6	2.7	-4.6	3.9	-1.2
O=c1[nH]c(S)c(/C=C2\C=Nc3ccccc32)s1	24.6*	.	11.7	.	3.9	3.9	-6.8	.	0.4
COc1cc(/C=C/c2ccc3cccc(O)c3n2)c(Br)cc1O	21.1	-6.1	32.5	12.1	3.3	2.4	11.6	5.9	5.2
Oc1ccccc1-c1nc(NCc2ccco2)c2ccccc2n1	5.6	-7.8	16.1	17.5	10.4	-14.2	0.7	4.1	-6.5
COc1cc(C(=O)NCC(=O)NCCSc2ccc(Br)cc2)cc(OC)c1OC	2.5	-1.1	-15.4	4.1	-6.5	-4.2	0.4	18.7	6.7
C=CCn1c(SCC(=O)N2CCN(C(=O)c3ccco3)CC2)nc2sc(CC)cc2c1=O	15.7	-1.0	-15.3	-0.5	-17.7	-0.4	-6.0	-0.5	5.3
CCOc1ccc(N(C)S(=O)(=O)c2ccc3[nH]cc(C(=O)NCC4CCCO4)c(=O)c3c2)cc1 (configuration not stated)	9.9	0.8	-2.4	7.7	-9.0	-5.6	-9.9	-3.7	-4.9
CCN(CC)C(=O)c1[nH]cnc1C(=O)NC1CCN(C(=O)OC(C)(C)C)CC1	-0.1	1.7	14.1	-4.0	5.7	2.6	.	1.4	5.4
CCCC(=O)Nc1cccc(NC(=O)c2cccc([N+](=O)[O-])c2C)c1	-3.0	3.7	9.3	4.1	2.7	2.6	-7.2	-1.6	1.3
CN(CC(O)COc1ccc(S(=O)(=O)N2CCOCC2)cc1)C1CCCCC1 (configuration not stated)	3.0	8.8	0.6	2.0	-20.0	-3.2	-10.2	1.7	6.1
S=C(NCC1CCCO1)N1CCN(c2cccc(Cl)c2)CC1 (configuration not stated)	9.3	-8.7	-0.6	5.3	-6.0	-1.1	-13.5	5.7	2.7
N#Cc1ccc(CSc2nnc(NC(=O)C3CCCO3)s2)cc1 (configuration not stated)	-0.9	3.5	14.9	18.1	-5.2	0.2	6.8	11.7	10.0
CCOC(=O)Cc1csc(NC(=O)CSc2nnc(-c3cccnc3)n2Cc2ccco2)n1	4.3	-2.5	-15.5	6.1	-11.8	3.4	-13.6	7.7	5.5
Cc1cccc(C)c1NC(=O)C1c2cccc[n+]2CC(=O)N1Cc1cccs1 (configuration not stated)	4.9	-2.5	10.7	5.3	8.1	2.0	4.3	6.5	-4.7
Cc1ccc(C(=O)NCc2ccncc2)cc1S(=O)(=O)Nc1cccc(C)c1C	10.5	3.8	6.9	-0.7	-14.0	-3.0	1.3	3.9	3.8
COc1ccc(CN(Cc2ccc(C(=O)O)cc2)C(=S)Nc2ccccc2Cl)cc1OC	3.2	-0.2	-0.5	10.1	11.7	-3.1	4.2	3.2	4.1
COc1ccc(N2CCN(CCC3Oc4cc([N+](=O)[O-])ccc4NC3=O)CC2)cc1 (configuration not stated)	5.2	6.3	9.1	-2.7	-8.8	3.6	1.5	-0.3	5.0
Oc1oc(-c2ccccc2)nc1C=NCc1ccncc1	14.9	51.7*	0.8	8.1	0.8	-0.6	-5.9	1.1	-5.6
CC(CCc1ccccc1)NC(=O)CNc1cccc([N+](=O)[O-])c1 (configuration not stated)	1.4	0.7	-13.4	2.4	-11.6	0.7	6.0	9.2	2.9
CCN(Cc1ccccc1)S(=O)(=O)c1ccc(OC)cc1	7.7	0.8	-9.5	3.1	12.1	-0.7	4.9	7.7	2.7
Cc1c(C#N)c(O)n(CCO)c(=O)c1N=Nc1ccccc1	3.6	-1.8	22.9	-7.2	10.1	0.0	4.6	4.8	3.6
CNC(=O)N(O)C1N(/N=C/c2c(F)cccc2Cl)C(=S)SC1(C)C (configuration not stated)	-2.0	4.5	12.5	0.3	-0.3	1.1	1.7	0.1	1.5
Cc1ccc(NC(=O)N2CCC(c3nc4c(nnn4Cc4cccc(Cl)c4)c(=O)[nH]3)CC2)cc1	8.1	-1.9	16.1	5.0	-9.8	-3.1	9.6	2.6	3.0
c1ccc2c(c1)CNc1ccccc1C2	5.5	-0.7	-7.0	-4.4	5.5	0.1	-1.2	2.1	-2.6
COc1ccc(OC)c(C2=NS(=O)(=O)N(C)C(C(=O)NCc3ccco3)=C2)c1	5.8	-3.2	-2.9	2.5	-8.9	-1.1	-6.5	3.0	3.9
COc1ccccc1/C=C/C(=O)Nc1ccc2c(c1)CCC2	-2.7	-11.1	-5.5	-10.6	9.7	-14.3	-0.7	-2.8	-23.9
COc1cccc2sc3ccc(C#CC4(O)CCCCC4)cc3c(=O)c12	0.6	-10.7	-21.2	-7.9	16.3	-16.3	13.6	-1.9	-20.6
CCOc1ccc2oc(C(=O)N(C)CCc3ccc(OC)c(OC)c3)c(C)c2c1	9.0	3.7	-3.9	-1.6	7.2	1.4	.	4.5	3.7
CN(C)c1ccc(C2NCC(CCl)O2)cc1 (configuration not stated)	2.1	-4.9	15.1	2.7	-17.9	-2.4	-4.6	0.9	-2.8
COC(=O)C1=CN(C)C=C(C(=O)OC)C1c1ccccc1Cl	3.9	-1.1	0.7	-3.8	6.5	1.4	-0.3	1.5	7.6
CCCC1(CCC)NC(=O)N(CC(=O)Nc2ccc3c(c2)OCCO3)C1=O	0.7	8.7	9.0	6.5	.	.	.	2.4	.

Laid out differently: entries from further up.
Results follow in this order: pPAFAH inh	PAFAH2 FP inh	PREPL inh	PAFAH1B3 FP inh	ZTA counter	LYPLA1 inh	EBNA-1 inh	PAFAH1B2 inh	LYPLA2 counter
Oc1oc(-c2ccccc2)nc1C=NCc1ccncc1
 : 14.9	51.7*	0.8	8.1	0.8	-0.6	-5.9	1.1	-5.6
CC(CCc1ccccc1)NC(=O)CNc1cccc([N+](=O)[O-])c1 (configuration not stated)
 : 1.4	0.7	-13.4	2.4	-11.6	0.7	6.0	9.2	2.9
CCN(Cc1ccccc1)S(=O)(=O)c1ccc(OC)cc1
 : 7.7	0.8	-9.5	3.1	12.1	-0.7	4.9	7.7	2.7

New compounds follow
SMILES	pPAFAH inh	PAFAH2 FP inh	PREPL inh	PAFAH1B3 FP inh	ZTA counter	LYPLA1 inh	EBNA-1 inh	PAFAH1B2 inh	LYPLA2 counter
CCOC(=O)Nc1ccc2c(COC(=O)CNS(=O)(=O)c3cccc(Br)c3)cc(=O)oc2c1	-4.0	-31.9	-0.4	-12.7	-2.7	-26.3	7.1	-5.0	-43.7
CCN(CC)S(=O)(=O)c1ccc(Nc2nc3ccccc3n3nnnc23)cc1	6.0	-20.2	-6.6	-2.3	-20.3	-20.4	-22.6	-9.7	-15.8
N#CC1=C(SCC(=O)NC2CCCCC2)NC(=O)CC1c1ccco1 (configuration not stated)	5.4	2.3	13.0	10.7	24.0	3.8	6.2	1.1	8.0
CC(C)NS(=O)(=O)c1ccc(NC(=S)NC(=O)c2cccc([N+](=O)[O-])c2)cc1	2.6	10.4	2.5	9.8	-10.2	2.0	4.2	-2.4	17.4
CN(C(=O)CSc1nnc(-c2n[nH]c3ccccc23)o1)c1ccccc1	-6.2	3.9	-12.6	10.6	-7.2	-5.1	-0.7	-0.1	-0.4
Cc1ccc(NC(=O)CC2C(=O)N(Cc3ccccc3)C(=S)N2NC(=O)c2ccccc2)c(C)c1 (configuration not stated)	-2.5	2.1	-1.1	-9.2	-3.5	-6.0	5.4	-0.4	-11.9
Cc1ccccc1NC(=O)CC1SCCNC1=O (configuration not stated)	-0.4	-2.6	-3.9	2.3	-11.0	3.3	5.1	-3.4	2.0
O=C(c1ccc(N2C(=O)CCC2=O)cc1)N1CCN(c2ccccc2)CC1	5.4	6.5	11.0	-0.2	-0.1	1.0	8.7	3.8	-3.9
CC(=O)N1N=C(c2ccccc2)OC12CCCC2	3.6	-1.7	-6.2	3.0	14.0	-1.1	10.1	3.1	-1.6
CC(C)Oc1ccc(S(=O)(=O)N2CCOCC2)cc1NC(=O)Cc1cccs1	-0.2	1.6	2.2	7.7	5.2	-2.1	-7.0	1.3	-1.2
Cc1ccc2[nH]c(C)c(CCN(Cc3cccnc3)C(=S)NC(C)(C)C)c2c1	6.0	0.5	4.5	6.9	-11.2	-0.2	-7.0	6.0	5.0
O=C(Nc1ccccc1)c1sccc1Oc1ccc([N+](=O)[O-])cc1F	3.3	13.9	9.6	7.1	10.9	2.4	10.4	1.7	8.0
Cc1cc(Nc2ccccc2)nn1C(=O)c1ccc(Cl)cc1	3.6	-7.1	12.3	2.4	0.1	1.7	2.1	0.8	5.0
Cc1sc2nc(CN3CCCCC3)nc(Nc3ccc4c(c3)OCCO4)c2c1C	7.4	-1.5	39.9	5.0	13.8	-1.7	7.5	1.4	6.9
COc1ccc(-c2ccoc2)cc1[C@H]1[C@H]2C=CC[C@@H](C)[C@@H]2C(=O)N1Cc1ccccc1	-3.2	7.9	-3.4	2.8	4.6	-0.8	7.7	1.7	-7.2
CC(C(=O)NCCCn1ccnc1)(c1ccccc1)c1ccccc1	0.4	3.2	-7.5	1.1	-15.6	-1.9	-8.9	3.8	-0.8
COc1ccc(S(=O)(=O)N2CCOC2CNC(=O)C(=O)NCCN2CCOCC2)cc1C (configuration not stated)	4.6	-1.5	4.5	11.4	-3.0	3.7	9.8	0.4	8.6
Cc1cccc(NC(=O)CCN2CCN(C/C=C/c3ccccc3)CC2)c1	-1.5	-2.5	-0.3	-8.4	13.7	3.3	-7.0	1.6	10.6
O=C1CCC(C(=O)N2CCCC(N3CCN(c4cccc(C(F)(F)F)c4)CC3)C2)=NN1 (configuration not stated)	2.2	11.8	16.1	-0.1	-10.9	1.9	-16.2	-0.1	14.7
CCn1c(CCC(=O)O)nc2cc(S(=O)(=O)N(C)C)ccc21	4.2	3.8	-0.8	5.2	11.4	-2.7	5.3	-0.2	-3.7
O=c1cc(O)c2sc3nc4c(c(C(F)(F)F)c3c2[nH]1)CCCCC4	9.5	3.5	-6.1	4.6	-4.4	-1.4	2.5	8.0	3.4
CCC(=O)N(c1nnc(SCC(=O)Nc2ccc(N3CCOCC3)cc2)s1)C1CC1	5.2	2.9	3.5	6.4	0.5	0.3	.	-0.6	1.1

An excerpt, so the mix of outcomes need not match the whole.
